High-throughput results: PubChem BioAssay, National Center for Advancing Translational Sciences (NCATS)
PKM2 activator – qHTS Assay for Activators of Human Muscle isoform 2 Pyruvate Kinase; Pyruvate kinase PKM (Homo sapiens), P14618; purified PKM2, Kinase-Glo ATP luminescence, activation; response scale: 0% is enzyme alone, no compound; Potency, µM (top dose mostly 57.5 µM), without a hit: top-dose activation, usual class: activators; 260,000 compounds, 0.34% hits; AID 1631, 2009; further: potency means the concentration at half of the fitted maximal effect; nearly all actives have a fitted effect of over 55% in size
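ATP formation by purified human PK-M2, quantified via coupled luciferase luminescence after 1 h at room temperature with 0.1 mM ADP and 0.5 mM PEP final.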
Chronic BCR inh – qHTS Assay to Find Inhibitors of Chronic Active B-Cell Receptor Signaling; 340,000 compounds, 0.05% hits; Potency, µM (doses to about 46.1 µM), for inactives: at the highest dose ratio change, negative = lower green/red ratio, most hits filed as inhibitors; AID 493014, 2011; ABC-DLBCL IkBa-CBG/CBR reporter, luminescence ratio, 4 h; active means well fitted inhibition curve with a large enough effect in the signal ratio, with a control signal flat, not every such curve was filed as active; inconclusive means small, poorly fitted or top-dose-only effect, or effect the other way, or a change in a side signal; the % refers to the signal ratio;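 further: potency means the concentration at half of the fitted maximal effect; plate controls were basal doxycycline-induced cells for no effect and cells given 10 µM MG132 for full effect; MG132 reads +100%, hits lower the ratio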
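Compounds up to 46 uM were incubated four hours with TMD8 cells whose green CBG68 luciferase is fused to IkappaBalpha; red CBR luminescence normalised the signal, and concentration-effect curves were fitted to fusion, red and ratio data.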
GALK inh – qHTS Assay for Inhibitors of Human Galactokinase (GALK) | 270,000 compounds, 0.007% hits | Purified GALK, Kinase-Glo residual ATP luminescence | AID 1868, 2009 | Potency, µM (top dose mostly 57.5 µM), for inactives: top-dose activity change, negative = inhibition, most hits filed as inhibitors; further: potency means the concentration at half of the fitted maximal effect
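Compounds were pin-transferred into ATP buffer (35 uM final), then GALK plus galactose (5 nM, 100 uM final) was added. After 1 h at room temperature, Kinase-Glo Plus was added and luminescence read after 10 min.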
Eya2 inh – qHTS Assay for Inhibitors of the Phosphatase Activity of Eya2; Protein phosphatase EYA2 (Homo sapiens), O00167; recombinant Eya2, OMFP fluorescence dephosphorylation (OMFP is methylfluorescein phosphate); Potency, µM (series often up to 76.9 µM), inactives show top-dose activity, negative = inhibition, hits mostly inhibitors; 330,000 compounds, 0.006% hits; AID 488837, 2010; further: potency means the concentration at half of the fitted maximal effect
Target sequence (O00167 whole entry, looked up): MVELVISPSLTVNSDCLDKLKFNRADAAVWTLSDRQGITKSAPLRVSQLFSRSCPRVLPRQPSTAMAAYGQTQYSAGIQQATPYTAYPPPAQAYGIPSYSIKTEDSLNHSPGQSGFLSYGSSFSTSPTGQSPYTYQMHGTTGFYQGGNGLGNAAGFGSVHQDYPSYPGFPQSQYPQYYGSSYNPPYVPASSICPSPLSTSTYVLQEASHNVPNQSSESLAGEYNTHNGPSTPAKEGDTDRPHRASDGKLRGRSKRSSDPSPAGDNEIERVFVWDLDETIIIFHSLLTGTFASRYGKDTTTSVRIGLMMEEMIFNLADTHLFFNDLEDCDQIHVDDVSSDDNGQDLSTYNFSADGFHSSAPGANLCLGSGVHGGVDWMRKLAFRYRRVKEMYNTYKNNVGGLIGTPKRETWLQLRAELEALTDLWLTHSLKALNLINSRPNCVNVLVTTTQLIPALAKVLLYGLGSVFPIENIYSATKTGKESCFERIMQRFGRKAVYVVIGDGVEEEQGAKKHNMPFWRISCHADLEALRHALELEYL
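Eya2 protein (added as 0.2 uM solution) was preincubated with compound for 10 min at ambient temperature in 50 mM HEPES pH 7.5, 50 mM NaCl, 5 uM MgCl2, 0.05% BSA, 1 mM DTT. OMFP (added at 50 uM) then reacted 10 min; fluorescence read at 485/525 nm.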
Giardia kill – Small Molecules that selectively kill Giardia lamblia: qHTS. activity change, % at 7.66 µM, hits read low. 340,000 compounds, 0.15% hits. Giardia lamblia trophozoite viability; in the data active means activity change below about -80%; inconclusive means between about -30% and that limit;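 further: parasites exposed to compound for two days anaerobically before the ATP read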
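Giardia trophozoites, 100 cells per well, were exposed to compounds for 48 hrs at 37 deg C under anaerobic conditions; viability was then read as ATP content by bioluminescence after 15-30 min at room temperature.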
hERG WT inh – qHTS for Inhibitors of KCHN2 3.1: Wildtype qHTS; U2OS, BacMam KCNH2, thallium flux FluxOr; hits give low values; activity change, % at 1.84 µM; 340,000 compounds, 0.37% hits; Voltage-gated inwardly rectifying potassium channel KCNH2 (Homo sapiens), Q12809; AID 720551, 2013;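 active means maximum activity change below -70%; inconclusive means maximum activity change between -70% and -50%; inactive means maximum activity change above -50%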
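U2OS cells transduced with wild-type KCNH2 virus are loaded with FluxOr dye for 45 min, and thallium flux is measured in kinetic reads before and after stimulation buffer. Rate constants are normalized to DMSO controls.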
KCNH2 3.1 block – qHTS for Inhibitors of KCHN2 3.1: Mutant qHTS; U2OS KCNH2 3.1, thallium flux FluxOr; hits give low values; activity change, % (tested at about 1.8 µM); 340,000 compounds, 0.95% hits; AID 720553, 2013;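 active means maximum activity change below -70%; inconclusive means maximum activity change from -70% to -50%; inactive means maximum activity change above -50%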;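 further: thallium influx rate constant from kinetic fluorescence after stimulation buffer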
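Channel expression came from 3.1 mutant virus (1.77 x 10^8 /mL) applied to suspended U2OS cells for 4 h. Flux was tracked with FluxOr dye plus Red40 quencher, and kinetic rate constants normalized to controls.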
Coupling enz – qHTS Assay for Inhibitors of Fructose-1,6-bisphosphate Aldolase from Giardia Lamblia: Coupling assay counterscreen; coupling enzyme system counterscreen, AmpLite Red fluorescence; activity change, negative = inhibition, % at 58.2 µM, hits read low; 290,000 compounds, 0.67% hits; in the data active means activity change below about -30%
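Final compound at 57.5 uM, incubated 10 min at RT with coupling enzyme reagent (glyceraldehyde-3-phosphate), then 20 min with substrate and AmpLite Red detection. Fluorescence read at 525/598 nm; tests interference with the coupling assay, not aldolase inhibition.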
B2AR arrestin – qHTS assay of beta-arrestin-biased ligands of beta2-adrenergic receptor; Beta-2 adrenergic receptor (Homo sapiens), P07550; beta-arrestin recruitment to beta2AR, cell-based reporter; Potency, µM (series often up to 46.1 µM), inactives show at the top dose activation, most hits filed as activators; 330,000 compounds, 0.02% hits; AID 492947, 2010;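 further: potency means the concentration at half of the fitted maximal effect; 0% = DMSO controls and full agonism = EC100 isoproterenol or metaproterenol; nearly all actives have a fitted effect of over 65% in size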
Target sequence (P07550 whole entry, looked up): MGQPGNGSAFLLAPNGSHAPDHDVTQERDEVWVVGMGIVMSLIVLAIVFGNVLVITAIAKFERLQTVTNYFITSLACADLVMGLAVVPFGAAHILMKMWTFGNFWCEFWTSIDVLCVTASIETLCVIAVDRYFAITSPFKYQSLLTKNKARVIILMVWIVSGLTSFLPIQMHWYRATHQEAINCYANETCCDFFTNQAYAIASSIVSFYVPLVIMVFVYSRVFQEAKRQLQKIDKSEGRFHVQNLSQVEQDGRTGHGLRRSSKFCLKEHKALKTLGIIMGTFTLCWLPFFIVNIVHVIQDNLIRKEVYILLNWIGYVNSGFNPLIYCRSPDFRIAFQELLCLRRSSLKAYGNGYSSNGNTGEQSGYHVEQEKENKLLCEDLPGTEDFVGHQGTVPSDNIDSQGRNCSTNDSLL
USP2a inh – qHTS Assay for Inhibitors of Ubiquitin-specific Protease USP2a Using CHOP2 as the Reporter; Potency, µM (titrated, usually from 38.3 µM), inactives show top-dose activity change, negative = inhibition, hits mostly inhibitors; Ubiquitin carboxyl-terminal hydrolase 2 (Homo sapiens), O75604; USP2 core, Ub-CHOP2 coupled fluorogenic reporter, 485/531; 330,000 compounds, 0.01% hits;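 further: potency means the concentration at half of the fitted maximal effect; plate controls were DMSO wells for no effect and full inhibition by NEM control for full effect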
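Deubiquitinase activity read as fluorescence (485/531 nm) after Ub-CHOP2 cleavage activates the enterokinase reporter on its substrate; USP2 core 10nM, Ub-CHOP2 and substrate 25nM each, 30min compound preincubation then 60min RT; data normalized to NEM, curves fitted.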
uPA surface inh – qHTS for Inhibitors of Cell Surface uPA Generation | cell surface uPA generation assay, qHTS | 330,000 compounds, 0.31% hits | AID 540303, 2011 | Potency, µM (doses to about 38.3 µM), inactives show at the highest dose activity change, negative = inhibition, usual class: inhibitors; active means well fitted inhibition curve with a large enough effect; inconclusive means small, poorly fitted or top-dose-only effect; inactive means no such curve, though single readings can be large or run the other way; tested in mouse RAW 264.7 cells; further: potency means the concentration at half of the fitted maximal effect; nearly all actives have a fitted effect of over 55% in size
The depositor's hits bear a star; [ ] = another dose, or the depositor's remark. Unless noted, the call rests on the fitted dose curve; in most records, active means well fitted curve in the direction sought with a large enough effect; inconclusive means small, poorly fitted or top-dose-only effect, or another doubt; inactive means no such curve, though single readings can be large; an effect the other way counts as inactive or inconclusive. Unless noted, on the % scale 0 is the no-effect control and ±100 the full control effect.

Cc1ccccc1NC(=O)c1ccc2c(c1)C(=O)N(CCC(C)C)C2=O was read as PKM2 activator -4.7%, Chronic BCR inh -10.1%, GALK inh 0.1%, Eya2 inh 28.0%, Giardia kill 8.8, hERG WT inh -5.1, KCNH2 3.1 block -5.4, Coupling enz 1.6, B2AR arrestin -0.1%, USP2a inh -0.5% and uPA surface inh 7.8%.
Screening COc1ccc(NC(=O)CSCC(=O)Nc2cc(Cl)ccc2N2CCCC2)cc1 returned PKM2 activator -4.1%, Chronic BCR inh inconclusive, GALK inh 6.2%, Eya2 inh -12.0%, Giardia kill -5.2, hERG WT inh -0.6, KCNH2 3.1 block -5.1, B2AR arrestin -0.5%, USP2a inh -2.7% and uPA surface inh 9.6%.
`CCCCCCc1ccc(N2C[C@H](CCCCC)[C@@H](CC(=O)NCc3ccc(OC)cc3)C2=O)cc1` gave PKM2 activator -20.2%, Chronic BCR inh -7.4%, Eya2 inh 1.3%, Giardia kill -2.1, hERG WT inh -12.5, KCNH2 3.1 block -8.6, Coupling enz -5.0, B2AR arrestin -0.7%, USP2a inh -0.4% and uPA surface inh 6.5%.
For CN(C)CCCNC(=O)C(=O)NCC1OCCN1S(=O)(=O)c1cccs1 (configuration not stated) the results were PKM2 activator 0.1%, Chronic BCR inh 1.9%, GALK inh -2.2%, Eya2 inh -1.5%, Giardia kill -5.1, hERG WT inh -3.7, KCNH2 3.1 block 11.5, B2AR arrestin 0.5%, USP2a inh 2.6% and uPA surface inh 7.9%.
`CCOC(=O)C1CCN(S(=O)(=O)Cc2ccccc2)CC1` gave PKM2 activator inconclusive, Chronic BCR inh 0.8%, GALK inh 5.3%, Eya2 inh -1.4%, Giardia kill -2.6, hERG WT inh 14.7, KCNH2 3.1 block -0.8, Coupling enz 8.4, B2AR arrestin -0.4%, USP2a inh -2.9% and uPA surface inh 2.8%.
`Cc1cccc(N(Cc2cc3ccccc3[nH]c2=O)S(C)(=O)=O)c1` gave PKM2 activator 13.9%, Chronic BCR inh inconclusive, GALK inh 0.3%, Eya2 inh 14.0%, Giardia kill 18.9, hERG WT inh -3.2, KCNH2 3.1 block -1.4, Coupling enz -12.9, B2AR arrestin 0.0%, USP2a inh -7.0% and uPA surface inh 2.4%.
Screening COc1ccc(Cn2c(S(=O)(=O)CC(N)=O)nc3ccccc32)cc1[N+](=O)[O-] returned PKM2 activator -7.5%, Chronic BCR inh -28.0%, GALK inh 3.5%, Eya2 inh 8.3%, Coupling enz 0.1, B2AR arrestin -0.6% and USP2a inh 0.8%.
Cn1c(SCC(=O)NCc2ccc3c(c2)OCO3)nc2scc(-c3cccs3)c2c1=O was read as PKM2 activator 3.0%, Chronic BCR inh -0.9%, GALK inh 7.5%, Eya2 inh -3.9%, Giardia kill -17.4, hERG WT inh 8.7, KCNH2 3.1 block -4.2, Coupling enz 5.2, B2AR arrestin -0.6%, USP2a inh -0.5% and uPA surface inh -2.3%.
For CCOC(=O)C(CCCOc1cccc(OC)c1)C(=O)OCC the results were PKM2 activator -4.3%, Chronic BCR inh 3.3%, GALK inh 3.6%, Eya2 inh 5.7%, Giardia kill -7.4, hERG WT inh -21.5, KCNH2 3.1 block -20.6, Coupling enz 0.5, B2AR arrestin -0.6%, USP2a inh -0.6% and uPA surface inh 3.5%.
Screening COCCCN=C1NN=C(c2cc(C)n(-c3ccccc3)c2C)CS1 returned PKM2 activator 10.8%, Chronic BCR inh 0.8%, Eya2 inh -0.7%, Giardia kill -7.8, hERG WT inh inactive, KCNH2 3.1 block 24.6, Coupling enz 0.1, B2AR arrestin inconclusive, USP2a inh -0.7% and uPA surface inh -1.8%.
Screening O=C(Nc1ccn(Cc2c(F)c(F)cc(F)c2F)n1)c1ccc(COc2ccc(Cl)cc2Cl)o1 returned PKM2 activator -5.5%, Chronic BCR inh 15.8%, GALK inh 0.0%, Eya2 inh 3.9%, Giardia kill -7.8, hERG WT inh 39.2, KCNH2 3.1 block 1.2, Coupling enz 3.4, B2AR arrestin -1.7% and USP2a inh -0.6%.
O=C(c1ccc(CNc2c(N3CCCC3)c(=O)c2=O)cc1)N1CC=C(c2ccccc2)CC1 was read as PKM2 activator 3.3%, Chronic BCR inh inconclusive, GALK inh 3.1%, Eya2 inh -1.7%, Giardia kill 2.4, hERG WT inh -6.4, KCNH2 3.1 block -3.9, Coupling enz 4.8, B2AR arrestin 0.1%, USP2a inh 4.3% and uPA surface inh 19.8%.
Screening O=C(CSc1ccc2nnc(-c3ccccn3)n2n1)Nc1nccs1 returned PKM2 activator 11.2%, Chronic BCR inh inconclusive, GALK inh 6.3%, Eya2 inh -2.7%, Giardia kill 5.2, hERG WT inh -4.8, KCNH2 3.1 block -3.6, Coupling enz 1.4, B2AR arrestin 0.0%, USP2a inh 4.2% and uPA surface inh 14.8%.
CC[C@@]12C(=O)N(c3ccccc3)C(=O)N1[C@H](c1ccc(OC)cc1)[C@@H]1C(=O)N(C(C)(C)C)C(=O)[C@@H]12 was read as Chronic BCR inh inconclusive, Eya2 inh -17.7%, Giardia kill 3.7, hERG WT inh -9.6, KCNH2 3.1 block -13.2, B2AR arrestin 0.0%, USP2a inh 1.2% and uPA surface inh 10.8%.
`CCSc1nnc2ccc(-c3ccc(C)cc3)nn12` gave PKM2 activator 3.4%[0.46 µM], Chronic BCR inh -28.6%, GALK inh 0.2%, Eya2 inh -23.4%, Giardia kill -28.5, hERG WT inh -6.9, KCNH2 3.1 block -8.8, Coupling enz -0.5, B2AR arrestin -0.2%, USP2a inh -1.3% and uPA surface inh -25.0%.
`CN(C)C(=S)N=Nc1[nH]c2ccccc2c1O` gave PKM2 activator -35.6%, Chronic BCR inh inconclusive, GALK inh 11.5%, Eya2 inh -1.7%, Giardia kill inconclusive, KCNH2 3.1 block 1.8, Coupling enz -0.7, B2AR arrestin inconclusive, USP2a inh 2.3% and uPA surface inh inconclusive.
CC#CC(=O)NCC1(N(C)Cc2ccccc2)Cc2ccccc2C1 was read as PKM2 activator -0.3%, Chronic BCR inh -1.3%, GALK inh 5.6%, Eya2 inh inconclusive, Giardia kill -10.0, hERG WT inh 7.5, KCNH2 3.1 block 8.2, Coupling enz -1.4, B2AR arrestin -1.0%, USP2a inh 0.4% and uPA surface inh -4.4%.
Nc1nc(O)c(CC(=O)O)s1 was read as PKM2 activator 5.3%, Chronic BCR inh inconclusive, GALK inh -2.1%, Eya2 inh 19.4%, Giardia kill 3.9, hERG WT inh 18.7, KCNH2 3.1 block -27.2, Coupling enz 1.8, B2AR arrestin -0.4%, USP2a inh 8.0% and uPA surface inh 1.3%.
For COc1ccc(CN2CCNC(=O)C2CC(=O)NCc2cn3ccc(C)cc3n2)c(OC)c1 (configuration not stated) the results were PKM2 activator 0.7%, Chronic BCR inh inconclusive, GALK inh 0.7%, Eya2 inh 2.2%, Giardia kill 5.3, hERG WT inh 8.7, KCNH2 3.1 block -6.7, Coupling enz -1.7, B2AR arrestin -0.7%, USP2a inh 0.5% and uPA surface inh -0.9%.
For Cc1cccc(/C=N/NC(=O)c2c(-c3ccccc3)noc2C)c1O the results were PKM2 activator -0.5%, Chronic BCR inh -15.3%, GALK inh -0.5%, Eya2 inh -5.1%, Giardia kill 36.8[activator], hERG WT inh -7.5, KCNH2 3.1 block 13.6, B2AR arrestin 0.2%, USP2a inh 3.0% and uPA surface inh -5.8%.
For CN(Cc1ccccc1)C(=O)COC(=O)/C=C/c1ccco1 the results were PKM2 activator 23.5%, Chronic BCR inh inconclusive, GALK inh 8.2%, Eya2 inh 10.3%, Giardia kill -11.2, hERG WT inh -45.1, KCNH2 3.1 block 2.8, Coupling enz 1.6, B2AR arrestin 0.2%, USP2a inh 2.9% and uPA surface inh -2.3%.
Screening O=C(c1ccccc1)N1CCC(CC2CC(c3cccc(Br)c3)=NO2)(C(=O)NCC2CCCCC2)CC1 (configuration not stated) returned PKM2 activator 0.5%, Chronic BCR inh 14.0%, Eya2 inh 2.6%, Giardia kill -9.5, hERG WT inh 6.8, KCNH2 3.1 block -30.0, Coupling enz 0.5, B2AR arrestin -1.2%, USP2a inh -0.6% and uPA surface inh inconclusive.
O=C(/C=C/c1ccncc1)c1ccc2c(c1)OCCO2 was read as PKM2 activator 11.3%, Chronic BCR inh inconclusive, GALK inh -5.0%, Eya2 inh 2.9%, Giardia kill inconclusive, hERG WT inh -3.9, KCNH2 3.1 block -2.2, Coupling enz 2.2, B2AR arrestin -0.8%, USP2a inh -0.6% and uPA surface inh -8.5%.
